ALOX12 inh – ALOX12 (human) lipoxygenase inhibition; P18054; purified 12hLO, xylenol orange hydroperoxide absorbance; Potency, µM (highest dose often 108 µM), inactives show at the top dose activity change, negative = inhibition, hits mostly inhibitors; 1.1% of 580,000 active; AID 1671190; active = well fitted inhibition curve with a large enough effect; inconclusive = small, poorly fitted or top-dose-only effect, or another doubt; inactive = no such curve, though single readings can be large or run the other way
Target sequence (P18054 whole entry, looked up): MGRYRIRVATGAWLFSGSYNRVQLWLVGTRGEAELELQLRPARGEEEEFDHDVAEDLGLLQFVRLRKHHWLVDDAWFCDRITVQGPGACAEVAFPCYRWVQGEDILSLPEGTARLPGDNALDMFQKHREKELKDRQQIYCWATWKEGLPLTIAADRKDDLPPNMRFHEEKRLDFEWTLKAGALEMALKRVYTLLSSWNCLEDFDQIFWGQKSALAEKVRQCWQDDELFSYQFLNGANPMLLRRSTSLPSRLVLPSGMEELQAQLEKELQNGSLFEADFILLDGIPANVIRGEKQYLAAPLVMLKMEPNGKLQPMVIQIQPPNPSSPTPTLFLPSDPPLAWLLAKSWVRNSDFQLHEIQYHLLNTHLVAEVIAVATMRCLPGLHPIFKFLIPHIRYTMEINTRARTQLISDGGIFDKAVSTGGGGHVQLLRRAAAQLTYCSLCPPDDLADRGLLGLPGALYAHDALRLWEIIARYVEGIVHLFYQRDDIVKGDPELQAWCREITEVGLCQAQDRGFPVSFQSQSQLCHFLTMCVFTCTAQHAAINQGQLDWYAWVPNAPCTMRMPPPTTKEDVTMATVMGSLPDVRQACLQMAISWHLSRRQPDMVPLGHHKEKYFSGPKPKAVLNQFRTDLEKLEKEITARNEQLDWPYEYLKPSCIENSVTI
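Hydroperoxide product was detected by ferrous iron/xylenol orange as the 573 to 405 nm absorbance ratio. Arachidonic acid at 40 uM (final) was turned over for 30 min at room temperature by 150 nM human 12hLO, pH 7.0 Hepes buffer, after 15 min compound preincubation.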
Active calls of the source: *; ? = inconclusive; ! = not confirmed by another sample; [ ] = dose if it differs, or a comment. % is scaled to controls: 0 for no effect and ±100 for the full control effect; potency is read from the fitted curve at half-maximal effect. An excerpt. The share of hits here may be higher or lower than overall.

mol	ALOX12 inh
Cc1cn2nc(C(=O)NC(C)CCc3ccccc3)cc2c(N2CCCC2)n1 (stereo not given)	44%[activator]
CC1CCC(NC(=O)CSc2nnc(C(C)C)o2)CC1 (stereo not given)	?
NC(=O)c1ccc(OCc2ccccc2)cc1	-2%
COc1ccc(Nc2ccccc2)cc1	35µM*
O=C(COc1ccccc1)N1CCOc2ccc(CN3CCc4ccccc4C3)cc2C1	81%[activator]
CN1CCN(Cc2nc(C3(O)CCN(C(=O)c4ccccc4F)CC3)cs2)CC1	28%[176 µM]
CCCCn1c(N)c(N(C)C(=O)CCCn2c(=O)oc3ccccc32)c(=O)[nH]c1=O	-3%
O=C(NCCc1ccccn1)C1CC12CCN(C(=O)c1c(F)cccc1Cl)CC2 (stereo not given)	6%
CN(c1ccccc1)S(=O)(=O)c1c(-c2cccc(F)c2)csc1C(=O)NCc1ccccc1	-10%
COc1ccc(C2(c3ccc(OC)cc3)C=Cc3c(ccc4ccc(O)cc34)O2)cc1	-25%
Oc1ccc(-c2nc(-c3ccc(Cl)s3)cs2)cc1	?
O=C(CN1C(=O)NC(c2ccccc2Cl)C2=C1COC2=O)Nc1ccc(C(F)(F)F)cc1 (stereo not given)	-20%
COc1ccccc1NC(=O)Cn1c(=O)n(-c2cccc(C)c2)c(=O)c2c1cc(C)n2C	15%
CCOC(=O)C[C@@H]1C[C@@H](C(C)C)[C@H](CNC(=O)NC(C)C)C=C1C	33%[activator][176 µM]
O=C(CSc1ncnc2sc3c(c12)CCCC3)Nc1cccc(F)c1	-6%
Clc1cc(N2CCN(c3ncccn3)CC2)n2nccc2n1	37%[activator][176 µM]
NS(=O)(=O)c1ccc(CCNC(=O)c2cccc(S(=O)(=O)N3CCc4ccccc43)c2)cc1	-5%
CC1(C)C2CC1[C@@](C)(O)[C@H](O)C2 (stereo not given in full)	19%
Cn1cc(-c2ccncc2)cc1C(=O)N1CCN(c2ccccc2Cl)CC1	30%[activator]
Cc1ccccc1CN1CC[C@@H]2CN(S(C)(=O)=O)[C@@H]2C1	2%
CN1CCC(N(C)S(=O)(=O)c2ccc(NC(=O)c3cc4c(F)cccc4s3)cc2)CC1	?
CS(=O)(=O)Cc1cccc(C(=O)N2CCN(CCc3ccccc3)CC2)c1	1%
Cn1c(=O)c2c(ncn2CC(=O)Nc2ccccc2C(=O)NCC2CCCO2)n(C)c1=O (stereo not given)	29%
O=C(NCc1cccc(Cl)c1)C1CCN(c2ncnc3nc[nH]c23)CC1	23%
CC(C)NC(=O)N1CC2ON=C(C(=O)N3CCOCC3)C2C1 (stereo not given)	6%[6.33 µM]
O=Cc1ccc(-c2cccnc2)o1	19%
O=C([C@@H]1C[C@H](F)CN1C(=O)Nc1cccc(Cl)c1)N1CCCCC1	29%
CC(C)NC(=O)N1CCCC(c2noc(COc3ccccc3F)n2)C1 (stereo not given)	3%
O=C(c1ccc(-c2ccccc2)cc1)c1cc2ccccc2o1	40%[activator]
CCc1cc(=O)n(CC(=O)Nc2ccc(OC)cc2)c(-c2cccc(F)c2)n1	48%[activator]
Cc1cnc(C(=O)NC2C[C@H]3CC[C@@H](C2)N3C(=O)c2ccc(Br)o2)cn1 (stereo not given in full)	9%
CCOC(=O)C1=CN(CC(=O)NCc2ccc(Cl)cc2)S(=O)(=O)N=C1C	?
Cc1ncoc1C(=O)N1CC(c2noc(C3CCCN3CC3CC3)n2)C1 (stereo not given)	47%[activator]
c1ccc(Nc2nc(CSc3nnnn3C3CCCC3)cs2)cc1	-14%
CCCn1c(=O)n(CCC(=O)NC2(c3noc(C)n3)CCCCC2)c2ccccc21	11%
CC(=O)N1CCN(c2ncnc3c2c(-c2ccccc2)cn3-c2cccc(C)c2)CC1	-12%
O=C(c1ccnc2ccccc12)N1CCC2(CC1)Nc1ccccc1NC2=O	-3%
Cc1c(C(=O)CSc2nnc(C3CC3)n2C2CC2)oc2ccccc12	2%
COCCN1CCCCCC(O)c2cc(C(=O)N(C)Cc3ccc(N4CCCCC4)cc3)ccc21 (stereo not given)	77%[activator]
C[C@@H]1CN(Cc2ccc3c(c2)CN(Cc2cccn2-c2cccnc2)CCO3)C[C@H](C)O1	-3%
CCOC(=O)CNC(=O)c1cc(-c2ccc(Cl)cc2)nc2ccccc12	-2%
CNC(=O)c1cc(-c2ccc(C)cc2)cc2c1OCCN2Cc1cccnc1	1%[176 µM]
CN(Cc1cccnc1)c1ccc2ncc(Nc3cccc(C(F)(F)F)c3)n2n1	-12%[176 µM]
CN(C)C[C@@H]1CN(Cc2ccccc2)C[C@H]1NC(=O)c1ccn(C)n1	61%[activator]
Cc1ccc(OCC(=O)NCc2cccc(NC(=O)C3CC3)c2)c(Br)c1	-35%
CCN(Cc1cccs1)C(=O)/C=C/c1cccnc1	13%
O=C(C1CCCCC1)N1CCC2(CC1)CC(N(Cc1ccc(F)cc1)C1CC1)CCO2 (stereo not given)	32%
Cc1ccc(Oc2cc(C#N)c(C#N)cc2Oc2ccc(C)c(C)c2)cc1C	40%[activator]
O=C(NCCc1csc(-c2ccc(C(F)(F)F)cc2)n1)C(=O)Nc1ccccc1F	0%
CCCCC(=O)N(C)c1c(CC)nc2c(OCCOC)cccn12	-8%
N#Cc1ccc(O[C@@H]2COCC[C@H]2NC(=O)CCn2ccc(=O)[nH]c2=O)cc1	31%[activator]
Cc1ccc(S(=O)(=O)N2CCN(C(=O)NC(C)CCc3ccccc3)CC2)cc1 (stereo not given)	-16%
Cc1cccc2c1nc1n2[C@@H](CNC(=O)c2ccncc2)COC1	62%[activator][176 µM]
CCc1ccccc1NC(=O)CCc1c[nH]c2ccccc12	9%
CN1CC(=O)N(C2CCCNC2)Cc2c(NCCO)ncnc21 (stereo not given)	?
COc1ccc(CN2C(=O)C3(CCOCC3)CC2c2nnnn2C(C)(C)C)cc1 (stereo not given)	36%[activator]
Cc1ccc(CN2CCC(CNc3nccc(-c4ccccn4)n3)CC2)o1	106%[activator]
O=C1Cc2c(-c3cc4ccccc4o3)n[nH]c2CN1Cc1ccccc1	-1%[176 µM]
COc1ccc(-c2cc(C(F)(F)F)n3nc(C(N)=O)cc3n2)cc1	-4%
O=C(Cc1c[nH]c2ncc(-c3cccc(CO)c3)cc12)NCc1cccnc1	5%[176 µM]

Going on with the list:
mol	ALOX12 inh
COc1ccc(C(=O)N2CCC[C@H]2c2nc(-c3ccc(OC)cc3)no2)cc1	12%
CN(C)c1ccc(/C=N/NC(=O)c2ccc(N(C)C)cc2)cc1	-43%
COc1ccc(N2CCN(C3CCCN(C(=O)C(C)(C)N)C3)CC2)cc1 (stereo not given)	?
O=C(NCc1ccco1)C1CN(S(=O)(=O)c2ccccc2)CC12CCCCC2 (stereo not given)	32%[activator]
O=C(CSc1nc2ccccc2o1)Nc1nc(-c2ccc(Br)cc2)cs1	?
CN1CCCN(CCC(=O)N2CCC3(CC2)OCCCC3O)CC1 (stereo not given)	43%[activator]
Cc1cc(S(=O)(=O)c2cc3ccccc3oc2=O)ccc1F	-6%
CSc1ncccc1C(=O)NNC(=O)c1csc(N2CCOCC2)n1	-4%
CCc1noc(-c2cn(C3CCN(C(=O)c4ccc(C)c(F)c4)CC3)nn2)n1	8%
O=C(O)CCCC(=O)N1Cc2ccccc2CC2(CCCN2Cc2ccccc2)C1 (stereo not given)	?
CCC1(N2CCN(C(=O)c3ccc(Cl)s3)CC2)CCN(S(C)(=O)=O)C1 (stereo not given)	9%
c1cncc(-c2cnc3n[nH]c(-c4ccc5c(c4)OCO5)c3n2)c1	-3%[176 µM]
Cc1ccc2nc(C)cc(C(=O)NCc3ccco3)c2c1	?
COc1ccc(OC)c(CN2C(=O)CN(S(C)(=O)=O)CC2(C)C(=O)NC(C)C)c1 (stereo not given)	-3%
COCCN1C(=O)CC[C@]2(C(=O)NCc3cc(F)ccc3F)CCCC[C@@H]12	49%[activator]
Cn1ncc(N2CCN(CC3(O)CNCCOC3)CC2)cc1=O (stereo not given)	?
Cc1cc(NC(=O)c2ccc3nc(N4CCCCC4)sc3c2)ccc1Br	?
CCNC(=O)N1CCCN(S(C)(=O)=O)C(c2ccccc2)CC(=O)NCC1 (stereo not given)	47%[activator]
Cc1ccc(C2NC(=O)N(CC(=O)NCc3ccccc3Cl)C3=C2C(=O)OC3)cc1 (stereo not given)	1%
COc1ccc(OC)c(NC(=O)COC(=O)c2cc(C)nc3ccccc23)c1	3%
COCC(=O)N[C@@H]1CCC[C@@H](C(=O)NCc2cc(F)cc(F)c2)CC(=O)N(C)C1	54%[activator][176 µM]
COc1ccc2c(c1)C(C(Nc1ccc(C)cc1)c1ccc(Cl)cc1)C(=O)N2C (stereo not given)	-23%
CCc1ccc(NC(=O)Cn2nc3n(c2=O)CCCC3)cc1	28%
CCOc1ccc(NC(=O)c2c(NC(=O)CN3CCCC(C)C3)sc3c2CCC3)cc1 (stereo not given)	38%[activator]
O=C1NCCOCCCN(C(=O)c2nccc3ccccc23)[C@H]2CCCC[C@@H]12	12%
Cc1ccc2nc(C3CCN(Cc4ccc(-c5cccs5)cc4)CC3)[nH]c(=O)c2c1	35µM*!
CCN(CC)C(=O)Oc1ccc2c(C)c(-c3ccccc3)c(=O)oc2c1	26%
CCc1nc2c(OCc3c(C)noc3C)cccn2c1N(C=O)Cc1ccc(OC)cc1	-16%
CC(=O)Nc1ccc([C@H]2OCC(=O)N(Cc3ccccc3)[C@@H]2CO)cc1	2%[176 µM]
COC(=O)c1ccc(CO/N=C/c2ccc(Cl)cc2Cl)cc1	-37%
CCC1Oc2ccc(NC(=O)C(CC)c3ccccc3)cc2CN(Cc2ccccc2)C1=O (stereo not given)	-1%
COCCC(=O)N1CCC(c2noc(C3CC3)n2)C1 (stereo not given)	4%
COc1ccc(S(=O)(=O)N=N/C=C2\C=CC=CN2O)cc1OC	?
C[C@@H](NC(=O)N1CCOC[C@H]1c1ncc(-c2ccc(Cl)cc2)[nH]1)c1ccccc1	?
CCCCCCCCN1C(=O)[C@@H](CC(=O)NCCc2ccccc2OC)C[C@@]2(C(=O)OC)C1=C[C@H](C(C)(C)C)O[C@@H]2C	3%
COC(=O)C1CCN(c2nc3ccccc3nc2C(C#N)C(=O)NC2CCCC2)CC1 (stereo not given)	-3%
CCC1c2nccn2CCCN1C(=O)CCc1c(C)noc1C (stereo not given)	-4%
Cc1ccc2c(CN(C)CCOc3ccccc3F)cc(=O)oc2c1C	-16%
NC(=O)NNC(=S)NC1CCCCC1	5%
COC(=O)C(C)OC(=O)/C=C/c1ccc2ccccc2n1 (stereo not given)	-1%
Cc1cc(C)n(CC(=O)N[C@@H]2CN(c3ncccn3)C[C@H]2CN(C)C)n1	56%[activator]
CCOC(=O)C1=CCN(S(=O)(=O)c2ccccc2C)C1c1cccc(Br)c1 (stereo not given)	-5%
CC1CCC(NC(=O)C(=O)Nc2ccc(C(C)(C)C)cc2)CC1 (stereo not given)	-24%
COc1cc(=O)n2c(c1C(=O)Nc1ccccc1Cl)CCCC2	28%
COCCOc1cc(C)c2c(c1C)C[C@H](C(C)C(=O)NCc1cccs1)CC2 (stereo not given in full)	-5%[176 µM]
O=C1Nc2cc(Cl)ccc2C(=O)N2CC[C@H](NS(=O)(=O)c3cccs3)[C@@H]12	?
CC(=O)Nc1ccc(CN2C(=O)C(Cc3ccccc3)ON=C2c2cccc(F)c2)cc1 (stereo not given)	12%
CCOC(=O)N1CCN(C(c2ccnc3ccccc23)c2nnnn2-c2c(C)cccc2C)CC1 (stereo not given)	?
CC(=O)N1CCOc2ccc(CCC(=O)NCCN3CCCCC3C)cc2C1 (stereo not given)	20%
CN1C(=O)CS(=O)(=O)C12CCN(C(=O)c1cc(F)ccc1Cl)CC2	51%[activator]
COC(=O)[C@H](Cc1ccc(OC)cc1)NC(=O)[C@@H]1CN(C(=O)NC(C)C)CCN1S(C)(=O)=O	4%
CCN(CC)S(=O)(=O)c1cccc(NC(=O)c2ccc3ccccc3n2)c1	42%[activator]
CC(C)c1nnc(SCC(=O)N(C)CCOc2ccc(Br)cc2)n1Cc1ccco1	-18%
CCc1ccc(OC(=O)c2ccccc2C)c(Br)c1	-7%
Cc1cc(C)c2cc(C(=O)OCc3ccc(C(=O)N4CCCC4)cc3)[nH]c2c1	?
O=C(NCc1ccc2c(c1)OCO2)C1Cn2cccc2C(=O)N1Cc1ccccc1 (stereo not given)	11%
Cc1cn2c(=O)cc(CN3CC(=O)N(C)c4ccccc4C3=O)nc2s1	24%
Cc1ccc(S(=O)(=O)N2CCCCC2)cc1NCC(=O)Nc1ccc(Br)cc1F	-15%

Part of the list above, field by field:
> CCCCCCCCN1C(=O)[C@@H](CC(=O)NCCc2ccccc2OC)C[C@@]2(C(=O)OC)C1=C[C@H](C(C)(C)C)O[C@@H]2C
  ALOX12 inh: 3%

> COC(=O)C1CCN(c2nc3ccccc3nc2C(C#N)C(=O)NC2CCCC2)CC1 (stereo not given)
  ALOX12 inh: -3%

> CCC1c2nccn2CCCN1C(=O)CCc1c(C)noc1C (stereo not given)
  ALOX12 inh: -4%

> Cc1ccc2c(CN(C)CCOc3ccccc3F)cc(=O)oc2c1C
  ALOX12 inh: -16%

Bioassay records (PubChem)
